Assay outcomes as filed in PubChem BioAssay.
H37Rv inhibition: M. tuberculosis growth inhibition, HTS (AID 449762); M. tuberculosis H37Rv growth inhibition, 7H9 media; higher % means a stronger effect; inhibition, % at 25 µM, or IC50 in µM where a hit was titrated; actives 0.59% (n = 330,000); in the data active = a potency from the dose series; inconclusive = inhibition above about 70% without an active follow-up result;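 note: bacterial growth assessed after seven days of incubation; strong numbers were not always called active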
VEEV TC-83 Vero: inhibitors of VEEV TC-83 cytopathic effect, confirmation, Vero cells (AID 588727). Vero cells, VEEV TC-83 cytopathic effect inhibition; higher % means a stronger effect. inhibition, % at 20 µM; hits with a dose series show IC50 in µM. actives 0.13% (n = 350,000); in the data active = a potency from the dose series; inconclusive = inhibition mostly from about 14% at the one dose, without a potency; inactive = the rest, 99 in 100 with inhibition below about 12%; note: strong numbers were not always called active
Salmonella PhoP GFP: Inhibition of PhoP regulon, Salmonella typhi GFP reporter cells, confirmation, 4 h (AID 1850); inhibition, % at 50 µM; hits with a dose series show IC50 in µM; Salmonella Typhi PhoP-promoter GFP reporter, fluorescence, 4 h; higher % means a stronger effect; actives 0.33% (n = 310,000); in the data active = a potency from the dose series; inconclusive = inhibition mostly from about 25% at the one dose, without a potency; inactive = the rest, 99 in 100 with inhibition below about 19%;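 note: 0% = induced wells with vehicle and 100% = uninduced wells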
M. tuberculosis: growth inhibition of non-replicating M. tuberculosis (AID 488890); Mycobacterium tuberculosis non-replicating, growth inhibition; higher % means a stronger effect; one-dose inhibition, % at 25 µM; IC50 in µM for titrated hits; actives 0.39% (n = 320,000); in the data active = a potency from the dose series; inconclusive = inhibition mostly from about 82% at the one dose, without a potency; inactive = the rest, 99 in 100 with inhibition below about 76%;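 note: plate controls were DMSO cells for no effect and high antibiotic wells for full effect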
H1N1 NS1A inhibition: H1N1 influenza NS1A inhibitors, functional cell based assay (AID 504329); actives 0.3% (n = 340,000); one-dose inhibition, % at 12.5 µM; IC50 in µM for titrated hits; NS1A functional cell-based assay, percent inhibition; higher % means a stronger effect; in the data active = a potency from the dose series; inconclusive = inhibition above about 27% without an active follow-up result; note: strong numbers were not always called active
VEEV TC-83 Vero 10K pilot screen: second read-out of VEEV TC-83 Vero, no call of its own (marks repeat the call); inhibition, %; measured here: 10K pilot screen inhibition
* marks the source's active call; other numbers are inactive results; i = inactive; ? = inconclusive; . = not tested or not shown.

SMILES	H37Rv inhibition	VEEV TC-83 Vero	Salmonella PhoP GFP	M. tuberculosis	H1N1 NS1A inhibition	others
CN(Cc1ccccc1)C(=O)C1CCN(S(=O)(=O)c2ccc3nc4c(c(C(=O)O)c3c2)CCCC4)CC1	0%	0.4%	-16%	-3%	3%
CCCCN(C(=O)C1=COCCO1)c1c(N)n(Cc2ccccc2)c(=O)[nH]c1=O	-3%	0.9%	0%	-5%	9%
O=C(CSc1nc2ccccc2s1)c1ccc(O)cc1O	0%	2.3%	-11%	46%	6%
Cc1ccc(CNC(=O)c2cc(=O)c3ccc(C)cc3o2)cc1	8%	0.7%	0%	-2%	-10%
CCN1CCN(CCCNC(=O)C2c3ccccc3C(=O)N(C)C2c2ccc(OC)cc2)CC1 (stereo not drawn)	1%	1.4%	2%	10%	2%
CSc1ccccc1NC(=O)CN(C)CC(=O)Nc1ccc(S(=O)(=O)N2CCCC2)cc1	-2%	i	.	4%	-18%
Cn1c(N)c(C(=O)COC(=O)C2CCC(C(C)(C)C)CC2)c(=O)n(C)c1=O (stereo not drawn)	5%	2.0%	0%	20%	-2%
CC(C)(C)n1ncc2c(=O)n(Cc3ccc(Cl)cc3Cl)cnc21	5%	5.7%	12%	11%	8%
O=C(COC(=O)c1cccc(S(=O)(=O)N2CCc3ccccc3C2)c1)NCc1ccco1	0%	0.5%	-4%	5%	-23%
CC(=O)Nc1sc(C)c(C)c1C(=O)OCCOc1ccccc1	1%	4.4%	13%	20%	-7%
NC(=O)[C@H]1CC2(CC(c3cccc(NC(=O)COc4ccc(Cl)cc4)c3)=NO2)CN1C(=O)[C@H]1CCC(=O)N1 (stereo partly drawn)	0%	0.4%	-7%	-5%	6%
O=C(N/N=C/c1ccco1)c1ccc(NC(=O)c2ccccc2Cl)cc1	17%	0.8%	-1%	8%	2%	VEEV TC-83 Vero 10K pilot screen=0.3
COc1cc(C#N)ccc1OCC(=O)Nc1ccc(C)c(S(=O)(=O)N2CCOCC2)c1	2%	2.0%	-9%	-3%	12%
C[C@@H](C(=O)Nc1nc2ccc(F)cc2s1)N1C(=O)C2CC=CCC2C1=O (stereo partly drawn)	?	0.9%	3%	14%	1%
CN(C)S(=O)(=O)c1ccc(NC(=O)COC(=O)c2ccccn2)cc1	1%	i	-9%	-19%	3%
COc1ccccc1-n1ccnc1SCC(=O)NC1CCCC1	2%	i	-2%	?	-1%
CSCCC(NC(=O)c1ccccc1)C(=O)OCC(=O)Nc1ccc(C)c(Cl)c1 (stereo not drawn)	7%	5.4%	-1%	4%	1%
Cc1sc2ncn(CCn3cnc4sc(C)c(C)c4c3=O)c(=O)c2c1C	-7%	1.4%	-17%	-3%	4%	VEEV TC-83 Vero 10K pilot screen=2.6
COc1ccccc1NC(=S)NCCc1ccc(Cl)cc1	5%	0.2%	-14%	?	10%
CC12CC(NC(=O)N1CCc1ccccc1)c1cc(Cl)ccc1O2 (stereo not drawn)	-1%	0.5%	7%	1%	0%
O=C(NCC1CCCO1)c1ccccc1NS(=O)(=O)c1ccc(F)cc1 (stereo not drawn)	-14%	0.8%	.	-4%	0%
O=C(COCC(=O)N/N=C/c1ccccc1F)N/N=C/c1ccccc1F	0%	1.5%	-14%	-3%	2%
CCCc1nnc(NC(=O)CCC(=O)NCc2ccccc2)s1	3%	2.3%	7%	-4%	0%
CCN(CC)S(=O)(=O)N1CCC(C(=O)NCC2COc3ccccc3O2)CC1 (stereo not drawn)	-12%	i	-10%	-1%	3%
Cc1ccc(CSCc2ccc(C(=O)NCC3CCCO3)o2)cc1 (stereo not drawn)	-20%	13%	7%	54%	10%
CC(Sc1nnc(C2CC2)n1C1CC1)C(=O)Nc1cccc(S(=O)(=O)N2CCOCC2)c1 (stereo not drawn)	-8%	1.3%	.	-4%	5%
Cc1nn(C)cc1CN1CCC(CO)(CCOc2ccccc2)CC1	-12%	i	18%	-1%	-16%
COc1ccc(NC2CCCN(C(=O)C3(C)CCCCC3)C2)cc1 (stereo not drawn)	8%	0.1%	-6%	12%	4%
Cc1ccc(NC(=O)COC(=O)c2cc(=O)c3ccccc3o2)cc1F	3%	0.5%	.	-8%	10%
C/C(=N/NC(=O)c1cccs1)c1ccc(NC(=O)COc2ccc(Cl)cc2Cl)cc1	-14%	0.7%	6%	32%	16%
O=C(Nc1ccc(N2CCN(Cc3ccccc3Cl)CC2)cc1)c1cccnc1	0%	1.5%	-5%	4%	-7%
Cc1cc(NC(=O)C2CC(c3cccc(Br)c3)=NO2)no1 (stereo not drawn)	6%	1.8%	-14%	30%	-4%
CN1C(=O)C(C)(C)N(C(=O)c2cccc([N+](=O)[O-])c2)c2ccccc21	10%	i	-7%	-9%	-2%
CCCc1nc2oc3c(NCCOCCO)ncnc3c2c2c1COC(C)(C)C2	-5%	3.8%	-1%	.	3%
COc1ccc(-c2nnc(SCC3CCCO3)n2C)cc1 (stereo not drawn)	-7%	0.7%	13%	1%	-2%
CCOC(=O)C1=NN(c2ccccc2)C(c2ccccc2)CC1=O (stereo not drawn)	13%	2.2%	-7%	.	2%
C=CCn1c(-c2cccc(OC)c2)n[nH]c1=S	-12%	i	-4%	-2%	-14%
COc1ccc2oc(C(=O)N3CCN(S(=O)(=O)c4cccc([N+](=O)[O-])c4)CC3)c(C)c2c1	-20%	7.0%	-10%	5%	-6%
CC(C)C(NS(=O)(=O)c1cccs1)C(=O)N1CCc2ccccc2C1 (stereo not drawn)	-1%	0.6%	-1%	17%	4%
CC(=O)CCc1ccc2oc(C(=O)O)c(C)c2c1	8%	1.3%	3%	-13%	0%
CCN1C/C(=C/c2ccc(OC)c(O)c2)C(=O)/C(=C/c2ccc(OC)c(O)c2)C1	2%	i	2%	10%	2%
O=C(NC1CCS(=O)(=O)C1)/C(=C/c1ccco1)NC(=O)c1ccccc1 (stereo not drawn)	0%	0.4%	-9%	-1%	-1%
O=C(C1CCCN1S(=O)(=O)c1cccc2nsnc12)N1CCN(c2ccccc2)CC1 (stereo not drawn)	7%	2.6%	2%	5%	1%
CN1CCN(c2nc(N3CCN(c4ccccc4)CC3)ncc2F)CC1	-9%	0.9%	-1%	1%	4%
CCCOc1ccc(-c2nnc(-c3ccco3)o2)cc1	-3%	1.6%	3%	70%	-2%
O=C(CSc1nnc(C2CC2)n1Cc1ccccc1)c1ccc(S(=O)(=O)N2CCOCC2)cc1	-15%	4.2%	-10%	37%	-3%
COC(=O)C1NC(=O)N2C(C(=O)OC)C(C)(C)S[C@H]12 (stereo partly drawn)	6%	2.7%	6%	-12%	-16%
Cc1ccc(S(=O)(=O)CCC(=O)OCC(=O)N2CCN(S(=O)(=O)c3ccccc3)CC2)cc1	-2%	2.4%	4%	-2%	-3%

6 records drawn at random from those above:
SMILES	H37Rv inhibition	VEEV TC-83 Vero	Salmonella PhoP GFP	M. tuberculosis	H1N1 NS1A inhibition	others
Cn1c(N)c(C(=O)COC(=O)C2CCC(C(C)(C)C)CC2)c(=O)n(C)c1=O (stereo not drawn)	5%	2.0%	0%	20%	-2%
CC(C)C(NS(=O)(=O)c1cccs1)C(=O)N1CCc2ccccc2C1 (stereo not drawn)	-1%	0.6%	-1%	17%	4%
CCCc1nnc(NC(=O)CCC(=O)NCc2ccccc2)s1	3%	2.3%	7%	-4%	0%
Cc1nn(C)cc1CN1CCC(CO)(CCOc2ccccc2)CC1	-12%	i	18%	-1%	-16%
Cc1ccc(CSCc2ccc(C(=O)NCC3CCCO3)o2)cc1 (stereo not drawn)	-20%	13%	7%	54%	10%
O=C(Nc1ccc(N2CCN(Cc3ccccc3Cl)CC2)cc1)c1cccnc1	0%	1.5%	-5%	4%	-7%

(cont.)
SMILES	H37Rv inhibition	VEEV TC-83 Vero	Salmonella PhoP GFP	M. tuberculosis	H1N1 NS1A inhibition	others
COc1ccc(C(=O)NCCc2cc3c(OC)ccc(OC)c3[nH]c2=O)cc1OC	0%	5.7%	-3%	6%	-10%
Cc1cc(C)n2nc3ccccc3c2n1	0%	0.4%	1%	2%	-3%
CCCc1cc2c(cc1N(C)S(=O)(=O)c1ccccc1)OCO2	.	i	.	.	3%
C=C1N(CCCCCC(=O)O)C(=O)OC12CCCCC2	-10%	1.3%	4%	-4%	-5%
O=C1c2ccccc2C(=O)N1CCCCCc1nc(-c2ccccc2)no1	4%	2.6%	-1%	60%	-3%
CCC1CCCCN1C(=O)c1sc2nc(C)nc(N(CC)CC)c2c1C (stereo not drawn)	6%	0.3%	1%	26%	6%
Cc1ccc(S(=O)(=O)NC(CC(C)C)C(=O)N2CCCC2)cc1 (stereo not drawn)	-4%	2.7%	0%	8%	-8%
COc1c(C)cc(S(=O)(=O)NCc2ccccn2)c(C)c1C	4%	i	4%	-2%	-8%
CC(C)(C)c1cc(C(=O)N2CCc3ccccc32)ccn1	-8%	2.3%	-7%	51%	-22%
O=C(Cc1ccccc1)N/N=C/c1ccc(S(=O)(=O)O)o1	6%	0.9%	14%	-11%	-18%
CN(C)CCCNc1oc(-c2ccccc2)nc1C#N	5%	0.1%	-3%	7%	3%
CCCS(=O)(=O)N1CCc2cc(OC)c(OC)cc2C1	5%	i	-1%	15%	-8%
O=C(NC1CCCC1)c1ccc2nc(-c3ccco3)c(-c3ccco3)nc2c1	56%	8.1%	-8%	61%	7%
COc1ccc(NC(=O)c2cccnc2)cc1OCC(C)C	6%	i	3%	-15%	1%
CCc1ccc(C(=O)NC(=S)Nc2ccc3c(c2)OCCO3)cc1	9%	i	0%	?	3%
COc1cc(NC(=O)CN2c3ccccc3CC2C)cc(OC)c1OC (stereo not drawn)	0%	3.4%	12%	3%	10%
CC(C)CCn1c(=O)c(C(=O)N/N=C/c2cccc(F)c2)c(O)c2ccccc21	?	i	-15%	60%	-3%
COC(=O)C1=C(COc2ccccc2)NC(=O)NC1c1ccc(Br)cc1 (stereo not drawn)	1%	2.0%	-3%	-8%	1%
COc1cc2c3c(c1OC)C1(C=CC(=O)C=C1)CC3N(C(=O)CCC(=O)O)CC2 (stereo not drawn)	2%	3.1%	5%	15%	3%
Cn1c(=O)c2c(nc(N3CCc4ccccc4C3)n2Cc2ccccc2F)n(C)c1=O	-3%	1.9%	-5%	8%	0%
O=C(COc1ccccc1)N1CCN=C1SCc1ccc(F)cc1	7%	2.9%	1%	55%	15%
Cc1ccc(NC(=S)N2CCCCCC2)c(C)c1	0%	1.4%	0%	14%	-10%
COc1cc(CN2CCN(C(=O)c3ccc(-c4ccccc4)cc3)CC2)cc(OC)c1OC	8%	0.4%	7%	22%	12%
O=C(NCC(=O)N1CCN(Cc2ccc3c(c2)OCO3)CC1)c1ccccc1F	2%	3.0%	.	.	-4%
CC1CC(C)CN(C(=O)c2ccc(CSc3nc4ccncc4[nH]3)cc2)C1 (stereo not drawn)	-10%	0.9%	-4%	72%	-14%
O=C(CCNC(=O)c1ccccc1Cl)Nc1nccs1	-4%	2.1%	0%	-9%	-4%
NC(=O)C1Cc2ccccc2CN1C(=O)c1cc(C2CC2)nn1-c1ccccc1 (stereo not drawn)	2%	10%	.	16%	-15%
CCOc1ccc(S(=O)(=O)N2CCCC(C(=O)NC3CC3)C2)cc1Cl (stereo not drawn)	0%	0.5%	3%	0%	6%
CCn1c(CNC(=O)Cc2ccc(OC)cc2)nnc1SCC(=O)Nc1ccc(C(=O)O)cc1	-2%	1.0%	4%	7%	-5%
Cc1ccc(CSc2nnc(-c3ccccn3)n2C)cc1	-6%	2.1%	-6%	66%	-2%
NC(=O)c1ccc(-n2nnnc2Oc2ccccc2C(=O)N2CCOCC2)cc1	-10%	1.0%	0%	5%	-2%
CCNC(=O)CN(Cc1ccccc1)S(=O)(=O)c1ccccc1	4%	0.6%	-1%	2%	3%
O=c1oc2ccccc2c(O)c1C=NCc1ccccn1	-1%	7.5%	-4%	60%	-21%
CC(=O)NCCC(=O)Nc1nc(-c2ccc3c(c2)OCCO3)cs1	3%	6.5%	-5%	20%	-7%
COc1cccc(C2C(C(=O)c3sc(C)nc3C)=C(O)C(=O)N2CCN2CCOCC2)c1OC (stereo not drawn)	-7%	0.6%	11%	-9%	-8%

Entries shown so far with a tert-butyl group (three):
SMILES	H37Rv inhibition	VEEV TC-83 Vero	Salmonella PhoP GFP	M. tuberculosis	H1N1 NS1A inhibition	others
Cn1c(N)c(C(=O)COC(=O)C2CCC(C(C)(C)C)CC2)c(=O)n(C)c1=O (stereo not drawn)	5%	2.0%	0%	20%	-2%
CC(C)(C)n1ncc2c(=O)n(Cc3ccc(Cl)cc3Cl)cnc21	5%	5.7%	12%	11%	8%
CC(C)(C)c1cc(C(=O)N2CCc3ccccc32)ccn1	-8%	2.3%	-7%	51%	-22%
